# High-throughput results from PubChem.
# All columns: NCI-60 one-dose screen, growth in % after 48 h at 10 µM unless noted; 100 = growth as untreated, 0 = no growth, -100 = all killed.
# LOX IMVI: LOX IMVI melanoma. 7.4% of 79,000 active. AID 1794757
# BT-549: BT-549 breast cancer. 4.4% of 78,000 active
# T-47D: T-47D breast cancer. 5% of 79,000 active
# MDA-MB-468: MDA-MB-468 breast cancer; 8.5% of 78,000 active
# MDA-MB-231: MDA-MB-231 breast cancer; 5% of 81,000 active
# HS 578T: HS 578T breast cancer; 4.1% of 78,000 active
# K-562: K-562 leukemia; 7.4% of 78,000 active; AID 1794777
# MCF7: MCF7 breast cancer; 6.3% of 82,000 active; AID 1794796
# * hit, by the source's call; / = not tested or not shown; & = joins results of further samples; [ ] = remark or other dose. The calls were made as follows: active = growth percent below 10; inactive = the rest. An unsorted share of the library; any-hit rate near 12%.
# Value order: LOX IMVI	BT-549	T-47D	MDA-MB-468	MDA-MB-231	HS 578T	K-562	MCF7
- COc1ccc(-c2c(NC(=O)Nc3cccc(C(F)(F)F)c3)cnn2-c2ccc(S(N)(=O)=O)cc2)cc1
 : 94	79	73	81	91	83	79	83
- O=[N+]([O-])c1ccc(N2CCOCC2)c([N+](=O)[O-])c1
 : 101	94	/	92	109	106	112	/
- O=[N+]([O-])c1ccc(NS(=O)(=O)c2cc(Cl)ccc2Cl)c2ccccc12
 : 56	48	56	24	71	54	/	46
- CCCC(CC)(CC)CO
 : 98	107	108	110	115	111	105	98
- CCn1cc(-c2ccnc(NCCCNS(=O)(=O)c3cccc4ccccc34)c2)c(-c2cccc(OC)c2)n1
 : 98	101	40	83	76	80	48	/
- Cc1ccc(S(=O)(=O)N/N=C2/CC3CCC(C)(C2)C3)cc1 (stereo not drawn)
 : 95	92	107	127	85	102	101	89
- OCC[N+](CCO)(CCO)CCO
 : 98	108	100	105	128	98	97	99
- CC(=O)c1c(C)nc(SCC(=O)Nc2ccc(Br)cc2)n1-c1ccc(Cl)cc1
 : 77	81	72	71	76	91	67	71
- Cc1cc(C)c2c(n1)sc1c(Nc3ccc(Cl)cc3)ncnc12
 : -17*	30	23	19	32	77	46	17
- O=C(Oc1cccc2cccnc12)c1ccccc1
 : 100&70	107&101	95&39	93&72	104&84	123&75	48	102&55
- COc1ccccc1-c1cc(=O)c2c(OC)c3ccoc3c(/C=C/C=O)c2o1
 : 111	116	94	/	/	109	105	97
- CC1(C)[C@@H]2CC[C@@]1(C)/C(=N/O)C2
 : 101	96	103	115	118	120	93	96
- Cc1ccc(S(=O)(=O)NC2CCCCC2)cc1
 : 100	97	95	106	102	102	91	94
- S=c1[nH]nc(Nc2cccc3ccccc23)s1
 : 97	99	92	107	79	88	96	90
- O=C(N/N=C\c1cc(Cl)ccc1O)N/N=C/c1cc(Cl)ccc1O
 : 43	/	50	61	48	35	18	46
- COc1cc(NCCCCCCN)c2ncccc2c1OC
 : 90&94	108&109	95&87	114&90	94&75	97&112	96&103	100&80
- CN(C)/C(=C/C(=O)c1ccccc1)C(=O)c1ccccc1
 : 96	107	97	113	99	110	104	98
- S=C(Nc1ccc(-c2nc(N3CCOCC3)c3cccn3n2)cc1)Nc1cccnc1
 : 31	33	-4.8*	35	41	13	26	20
- O=C(O)CN(CC(=O)O)C1CCCCC1N(CC(=O)O)CC(=O)O (stereo not drawn)
 : 97	97	94	/	105	/	100	98
- COC(=O)[C@]1(C(C)C)N[C@H](c2cn(-c3ccccc3)nc2C)[C@@H]2C(=O)N(c3ccc(C)cc3)C(=O)[C@@H]21
 : 101	103	96	121	104	98	/	92
- COc1ccc(/C=C/C(=C/c2c(O)[nH]c3cc(Br)ccc23)N=O)cc1
 : 91	106	103	114	101	/	89	104
- Nc1c(C(=O)c2ccc(Cl)cc2)sc(S)c1-c1nc2ccccc2s1
 : 97	109	103	109	95	96	101	90
- O=c1c2ccccc2nc(COc2ccccc2)n1NCc1ccccc1
 : 87	87	59	44	85	91	64	85
- COc1ccc(S(=O)(=O)N(C)C)cc1N
 : 111	105	104	93	114	103	97	101
- CC(C)Sc1nc(NN)c(C#N)c(-c2ccc(F)cc2)n1
 : 67	91	81	97	89	86	72	87
- Cc1ccc(NC(=O)C2CCC(CN3CCN(C)CC3)CC2)cc1Nc1nccc(-c2cccnc2)n1 (stereo not drawn)
 : 91	103	86	95	101	85	58	84
- Cc1ccc(NC(=O)Nc2sc3c(c2C#N)CCCC3)cc1
 : 101	102	98	120	109	98	91	91
- Cc1ccc(S(=O)(=O)C/C(=N/Nc2ccc(S(N)(=O)=O)cc2)c2cc3cc(Br)ccc3oc2=O)cc1
 : 96	80	88	78	74	84	111	/
- N#C/C(=C/n1c(=S)sc2ccccc21)c1nc2ccccc2s1
 : 93	93	70	90	81	97	98	78
- CCN(CC)c1ccc(NC(=O)CN2CCOCC2)cc1
 : 103	105	112	122	93	118	102	108
- COc1ccc(-c2cc(C(=O)N3CCN(C(=O)c4ccccc4NCc4ccco4)CC3)nc3cc(-c4ccccc4)nn23)cc1OC
 : 91	/	91	82	96	96	83	77
- Cc1cc(O)c(C2=NN(c3ccc(S(N)(=O)=O)cc3)C(c3ccc(N(C)C)cc3)C2)c(C)c1Cl (stereo not drawn)
 : 83	96	37	91	103	82	25	37
- COc1cccc(CNC(C)(CO)CO)c1OC
 : 98	117	96	103	114	107	97	92
- C#CCOc1ccc(-c2noc(-c3nnn(-c4cccc(/C(C)=N/O)c4)c3N)n2)cc1
 : 87	72	100	91	73	69	84	87
- NC(Cc1ccccc1F)C(=O)O (stereo not drawn)
 : 106	99	/	112	109	114	114	97
- COC(=O)/C=C1\Sc2nnc(CSC(SCc3nnc4n3NC(=O)/C(=C/C(=O)OC)S4)c3ccccc3)n2NC1=O (stereo not drawn)
 : 97	100	99	106	106	95	89	102
- CSc1cnnc2ccccc12
 : 91	105	101	115	106	108	99	102
- N#Cc1c(Nc2ccc(Cl)cc2)[nH]n(C2=Nc3ccccc3Sc3ccccc32)c1=O
 : 60	74	35	68	38	71	24	51
- CCOc1cc(Br)c(C(C)NC(=O)c2cccc(OC)c2)cc1OCC (stereo not drawn)
 : 73	87	81	53	39	75	8.6*	64
- Nc1nc(Nc2ccccc2SSc2ccccc2Nc2nc(N)nc(C(Cl)(Cl)Cl)n2)nc(C(Cl)(Cl)Cl)n1
 : -24*	54	16	87	44	73	53	76
- O=C(Cn1cc(COn2nnc3ccccc32)nn1)Nc1ccc(Br)cc1
 : 97	112	99	107	102	107	101	103
- CC(=O)c1cc2c(Cl)cc(Cl)cc2oc1=O
 : 98	99	94	/	114	109	95	96
- CC(=O)Nc1ccc(C(=O)COc2ccc(/C=C3\CCc4ccccc4C3=O)cc2)cc1
 : 100	97	91	/	103	99	80	122
- COC(=O)c1ccccc1N=NNc1ccc([N+](=O)[O-])cc1
 : 107	107	96	100	103	113	107	98
- O=C1c2c(c3c4ccccc4[nH]c3c3ccc4ccccc4c23)C(=O)N1CCO
 : /	64	15	29	75	71	46	16
- CCCCCCCCCCC/C(=N/O)c1ccccc1
 : 103	100	107	117	93	117	97	113
- CSc1nc2sc3c(c2c(=O)n1-c1ccccc1)CCCCC3
 : 99	108	86	117	98	103	92	99
- O=C1c2ccccc2C(=O)c2c(O)cccc21
 : /	108	93	70	121	/	118	100
- Nc1cc(=S)[nH]c(=O)[nH]1
 : 98	112	99	111	120	111	104	94
- C=CC(c1ccccc1)c1nc2ccccc2s1 (stereo not drawn)
 : 85	71	53	86	70	86	76	58
- O=C(NNC(=S)Nc1ccccc1)c1ccncc1
 : 101	88	109	122	111	132	106	94
- OCc1ncc(-c2ccc(C(F)(F)F)cc2)c(NCCCC(F)(F)C(F)(F)C(F)(F)C(F)(F)C(F)(F)C(F)(F)C(F)(F)C(F)(F)F)n1
 : 97	87	90	93	130	104	92	94
- O=C(CS(=O)(=O)c1ccccc1)Nc1cc(-c2ccccc2)nn1-c1ccccc1
 : 94	101	95	89	93	110	89	90
- COc1cc(C2C=C(c3ccc4c(c3)OCO4)NC(=S)N2)cc(OC)c1OC (stereo not drawn)
 : 89	86	/	72	86	95	59	58
- CN(C)c1ccc(/C=C/C(=O)O)cc1
 : 96&102	103&92	99&89	102&91	99&101	98&92	96&95	105&95
- O=C1NC(=S)NC(=O)C1Nc1ccc(Br)cc1
 : 63	76	103	111	88	102	49	96
- COc1ccc(Cl)cc1Nc1nc2c(s1)CCCc1cc(C(=O)NC(C)(C)C)[nH]c1-2
 : 64	116	78	97	93	80	23	76
- O=C(/C=C/c1cccc(F)c1)OCc1ccc2cc1OCC#C/C=C\C#CCO2
 : 63	97	80	52	92	102	42	/
- Cc1cc(NC(=O)c2ccc(N)cc2)ccc1N=Nc1ccc2c(O)c(N=Nc3ccc4cc(S(=O)(=O)O)ccc4c3)c(S(=O)(=O)O)cc2c1
 : 98	117	106	84	111	97	108	112
- CC(=O)Nc1ccc2c(c1)Cc1cc(F)ccc1-2
 : 96	94	83	101	101	103	91	82

# Given as labelled records: entries from further up
Compound: COc1ccc(-c2cc(C(=O)N3CCN(C(=O)c4ccccc4NCc4ccco4)CC3)nc3cc(-c4ccccc4)nn23)cc1OC
  LOX IMVI: 91 | BT-549: / | T-47D: 91 | MDA-MB-468: 82 | MDA-MB-231: 96 | HS 578T: 96 | K-562: 83 | MCF7: 77
Compound: C#CCOc1ccc(-c2noc(-c3nnn(-c4cccc(/C(C)=N/O)c4)c3N)n2)cc1
  LOX IMVI: 87 | BT-549: 72 | T-47D: 100 | MDA-MB-468: 91 | MDA-MB-231: 73 | HS 578T: 69 | K-562: 84 | MCF7: 87
Compound: O=C(Oc1cccc2cccnc12)c1ccccc1
  LOX IMVI: 100&70 | BT-549: 107&101 | T-47D: 95&39 | MDA-MB-468: 93&72 | MDA-MB-231: 104&84 | HS 578T: 123&75 | K-562: 48 | MCF7: 102&55

# Among those listed so far, 3 contain a COOH group.
# Value order: LOX IMVI	BT-549	T-47D	MDA-MB-468	MDA-MB-231	HS 578T	K-562	MCF7
- O=C(O)CN(CC(=O)O)C1CCCCC1N(CC(=O)O)CC(=O)O (stereo not drawn)
 : 97	97	94	/	105	/	100	98
- NC(Cc1ccccc1F)C(=O)O (stereo not drawn)
 : 106	99	/	112	109	114	114	97
- CN(C)c1ccc(/C=C/C(=O)O)cc1
 : 96&102	103&92	99&89	102&91	99&101	98&92	96&95	105&95

# Additional entries follow:
# Value order: LOX IMVI	BT-549	T-47D	MDA-MB-468	MDA-MB-231	HS 578T	K-562	MCF7
- Nc1nc(Cl)c2[nH]cnc2n1
 : 105	/	103	95	111	117	118	108
- O=C1Nc2ccc([N+](=O)[O-])cc2C1=Nc1ccc(F)c(Cl)c1
 : 93	/	77	103	92	90	/	85
- CCOC(=O)/C(C#N)=C\c1ccc(N(CC)CC)cc1
 : 87	110	78	94	96	99	89	97
- CCCCSc1cc(C)nc(N)n1
 : 92	89	96	96	104	92	95	95
- COCCOc1cnc(Sc2cc(C)c(-c3csc(NC(=O)c4ccncc4)n3)c(C)c2)cn1
 : 45	35	25	25	92	93	33	48
- O=C(Nc1ncc(Cc2ccc(F)cc2)s1)C1=NCCCN1
 : 98	94	84	95	113	102	107	97
- CC1CC(C(C)(C)C)C(=O)C(C(C)(C)C)C1 (stereo not drawn)
 : 106	110	111	100	109	106	102	108
- N=C(N)c1ccc(-c2ccc(-c3ccc(F)cc3)s2)cc1
 : -95*	-20*	-58*	-91*	-87*	-59*	-63*	-84*
- O=C(N/N=C/c1ccc(Cl)cc1)c1ccccc1Nc1ccnc(C(F)(F)F)c1
 : 116	261	92	81	104	123	89	89
- Cc1c(Br)cc(Br)cc1Br
 : 92	102	93	107	101	122	116	91
- CC(Sc1nc2ccccc2c(=O)n1CCc1ccc(S(N)(=O)=O)cc1)C(=O)Nc1ccc(Cl)cc1 (stereo not drawn)
 : 88	102	68	84	83	87	60	85
- CCN(CC)Cc1cc(C(C)(C)CC(C)(C)C)cc(-c2ccccc2)c1O
 : 99	115	101	118	110	109	90	94
- COc1ccc(N=Nc2cc(OC)c(OC)c(OC)c2)cc1
 : 79	90	59	81	89	79	69	64
- O=C1CC(c2ccccc2)N2C(=S)N(c3ccccc3)C(=O)C12 (stereo not drawn)
 : 100	109	102	104	105	100	97	101
- CC(=O)NC(=O)Nc1ccccc1
 : 95	109	101	101	111	117	90	95
- O=C(CSc1nnc2sc(Nc3cccc(Cl)c3)nn12)c1ccc(F)cc1
 : 92	98	76	89	80	97	91	90
- COc1ccc(C2=NOC(C(=O)N3CCCCC3)C2)cc1OC1CCCC1 (stereo not drawn)
 : 97	106	/	107	110	99	115	89
- NS(=O)(=O)c1ccc(N=Nc2ccc(-c3nn4cc(-c5ccccc5)nc4s3)cc2)cc1
 : 97	85	88	100	107	94	93	94
- CN(CCCNC(=O)Cc1ccc2ccc3cccc4ccc1c2c34)CCCNc1cc(-c2ccc3ccccc3c2)nc2ccccc12
 : -54*	-4.4*	-67*	-78*	-75*	-32*	-83*	-86*
- Nc1nc(Nc2ccccc2)nn1Cc1c(Cl)cccc1Cl
 : 16	24	15	5.3*	24	29	13	16
- S=c1nc[nH]c2nc[nH]c12
 : 9.6*	62	19	6.6*[50 µM]	43	55	12[50 µM]	11
- CCN(CC)CCNCC(O)Cc1ccc(OC)cc1 (stereo not drawn)
 : 103	84	92	105	105	96	105	103
- COc1ccc(/C=C2\CCCC3=C2NC(C)=NC3c2ccc(OC)c(OC)c2)cc1OC (stereo not drawn)
 : -73*	-16*	11	-10*	7.2*	59	5.9*	26
- Clc1ccc(-c2cc(-c3ccc(Cl)cc3)cc(-c3ccc(Cl)cc3)c2)cc1
 : 99	118	102	125	97	101	111	104
- O=C1CCC(NNC(=O)c2cccs2)N1 (stereo not drawn)
 : 93	95	90	114	115	113	95	90
- C=C(CN1CC=CCC1)[C@@H]1CC[C@]2(C(=O)O)CC[C@]3(C)[C@H](CC[C@@H]4[C@@]5(C)CC[C@H](OC(C)=O)C(C)(C)[C@@H]5CC[C@]43C)[C@@H]12
 : 95	96	/	98	110	109	78	89
- c1ccc(-c2cnc(-c3ccccc3)o2)cc1
 : 104&96	107&103	102&95	108&98	114&112	110&106	102&116	83&94
- NS(=O)(=O)CCC1CCCCC1
 : 93	99	69	95	108	124	91	86
- O=C(O)/C=C/c1ccc([N+](=O)[O-])cc1
 : 88&103	100&101	96&91	109&117	91&108	116&94	124&94	96&98
- O=C(Nc1cccc(-c2ccc(Cl)c(C(F)(F)F)c2)c1)C1CCN(Cc2cccc3cccnc23)CC1
 : -98*	63	-56*	-5.0*	-24*	5.5*	-7.0*	-90*
- O=C(CCCc1ccccc1)c1ccccc1
 : 105	/	112	103	103	134	97	90
- COc1ccc(-c2cc(-c3cccnc3)nc(S(=O)(=O)CC(=O)Nc3ccc(C)cc3)c2C#N)cc1OC
 : 89	/	64	96	78	82	102	88
- COc1cc2c(cc1OC)C1CCc3cc4c(cc3C1N=C2)OCO4 (stereo not drawn)
 : 92	87	86	/	90	99	81	90
